# Compound activity: PubChem, several laboratories
# VLA-4 inh: inhibition in a human VLA-4 binding assay | AID 2557 | VLA-4 expressing cells, ligand binding flow cytometry | 330,000 compounds, 0.2% hits | inhibition, % (about 7 µM as worked out from the volumes in the protocol) | P13612; in the data active = inhibition above about 50%
# procasp7 counter: counter-screen for procaspase-3 activators: activators of human procaspase-7; P55210; recombinant procaspase-7, Ac-DEVD-pNA absorbance 405 nm; D23A/D198A/D206A triple mutant, cannot self-cleave; scale: DMSO 0, 5 µM enzyme 100; activation, % at 8.5 µM; 330,000 compounds, 0.093% hits; AID 463210;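 active = percent activation above the screen-wide mean plus 3 SD, cut at about 25% in these data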
# Target sequence (P55210 whole entry D23A/D198A/D206A): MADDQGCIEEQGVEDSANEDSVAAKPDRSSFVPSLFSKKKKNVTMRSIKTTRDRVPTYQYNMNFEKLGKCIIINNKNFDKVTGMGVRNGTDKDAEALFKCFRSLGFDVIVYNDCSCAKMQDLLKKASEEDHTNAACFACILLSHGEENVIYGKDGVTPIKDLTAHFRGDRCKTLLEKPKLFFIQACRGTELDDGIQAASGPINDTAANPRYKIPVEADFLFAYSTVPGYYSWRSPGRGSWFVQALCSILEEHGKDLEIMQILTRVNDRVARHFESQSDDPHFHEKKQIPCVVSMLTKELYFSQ
#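 System: Uncleavable procaspase-7 mutant enzyme; Amount: 2 µM procaspase-7 mutant as dispensed; Schedule: 1 h compound preincubation, 2 h substrate cleavage, 25 °C; Measured by: 405 nm absorbance of p-nitroaniline; Evaluation: percent activation from buffer-corrected 0–120 min absorbance change; Control set: low DMSO alone, high DMSO plus 5 µM PC-7.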
# PP5 inh: PP5 (human) phosphatase inhibition; P53041; purified PP5c, OMFP substrate fluorescence; inhibition, % at 6.7 µM; 320,000 compounds, 0.18% hits; AID 1987;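 active = inhibition above the campaign's mean inhibition across all tested compounds plus 3 SD, cut at about 9.5% in these data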;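 note: 0% = DMSO only and 100% = 100 µM cantharidin control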
# Target sequence (P53041 whole entry, looked up): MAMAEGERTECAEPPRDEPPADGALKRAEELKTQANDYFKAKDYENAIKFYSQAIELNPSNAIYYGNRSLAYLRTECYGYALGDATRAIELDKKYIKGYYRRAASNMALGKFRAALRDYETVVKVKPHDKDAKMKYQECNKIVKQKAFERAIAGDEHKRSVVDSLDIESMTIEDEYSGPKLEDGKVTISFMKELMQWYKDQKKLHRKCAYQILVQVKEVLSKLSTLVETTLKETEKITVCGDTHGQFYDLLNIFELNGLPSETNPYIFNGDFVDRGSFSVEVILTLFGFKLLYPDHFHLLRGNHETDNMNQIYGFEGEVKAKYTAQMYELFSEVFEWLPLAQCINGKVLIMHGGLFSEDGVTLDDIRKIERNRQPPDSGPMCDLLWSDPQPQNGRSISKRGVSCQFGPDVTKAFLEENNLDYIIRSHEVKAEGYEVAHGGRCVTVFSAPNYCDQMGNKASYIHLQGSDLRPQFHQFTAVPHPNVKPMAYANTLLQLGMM
# procasp3 activ: activates human procaspase-3. P42574. recombinant procaspase-3 D3A, Ac-DEVD-pNA absorbance 405 nm. activation, % at 8.5 µM. 330,000 compounds, 0.11% hits. AID 463141;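 active = activation above the mean of all tested compounds plus 3 SD, cut at about 21% in these data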;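 note: 0% = DMSO alone and 100% = DMSO wells spiked with extra 5 µM PC-3 D3A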
#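 Assay system: Autoprocessing-dead procaspase-3 D3A mutant enzyme; also added: Ac-DEVD-pNA; doses: one concentration, 8.5 µM nominal, 0.8% DMSO; times: 1 h compound preincubation, 2 h substrate hydrolysis at 25 °C; technique: 405 nm absorbance of p-nitroaniline, reads at 0 and 120 min; measure: % activation between DMSO and enzyme-spiked controls; repeats: single replicate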
# GRK2 inh: human GRK2 inhibition via aptamer displacement; inhibition of aptamer binding, % at 10 µM; bead flow cytometry, FAM-aptamer displacement from GRK2; AID 488847; 330,000 compounds, 0.59% hits;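 active = inhibition of aptamer binding above 40%, roughly 3 SD of noise, on plates passing a quality check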;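 note: median bead fluorescence of bound FAM aptamer so fluorescent compounds give negative values; no value below 0 was filed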
# core dimer inh: blocks dimerization of HCV core protein; TR-FRET GST/Flag-core106 dimerization, 1536-well; inhibition, % at 5 µM; 300,000 compounds, 0.33% hits; AID 1899;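 active = inhibition above the mean of all tested compounds plus 3 SD, set per screening campaign, cut at about 45% in these data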
#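 Material: GST/Flag-tagged HCV core106 proteins. Incubation: 4 h, 22.5 °C incubation. Read-out basis: inhibition (%) from 671 over 617 nm ratio. Measured by: TR-FRET, excitation 340 nm, emission 617 and 671 nm.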
# JMJD2C inh: blocks human GASC-1 demethylase activity; 330,000 compounds, 0.069% hits; inhibition, % at 2.35 µM; GST-JMJD2C(1-420) H3K9me3 demethylation, DELFIA europium; AID 2099; Q9H3R0;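 active = more than half of a compound's replicate wells show inhibition beyond 50%, single wells judged on their own value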;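 note: signal counts dimethyl H3K9 product captured on neutravidin plate; 0% = median of DMSO wells and 100% = 0.3 times that DMSO median; strong numbers were not always called active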
# PP1 inh: counter-screen for PP5 inhibitors: inhibitors of human PP1-alpha. AID 2235. 320,000 compounds, 0.9% hits. inhibition, % at 6.7 µM. purified PP1alpha, OMFP fluorescence. P62136;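 active = inhibition above the mean inhibition of all tested compounds plus 3 SD, computed separately for each screening campaign, cut at about 15% in these data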
# CTSL1 counter: blocks F. hepatica cathepsin L1 in PFM18AAP counter-screen; recombinant F. hepatica cathepsin L1, Z-Leu-Arg-MCA fluorescence; inhibition, % at 5.96 µM; 300,000 compounds, 0.49% hits; AID 1906;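 active = inhibition above the mean of all tested compounds plus 3 SD, set per screening campaign, cut at about 17% in these data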;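 note: 0% = plate median of test compound wells and 100% = 1 µM Z-Phe-Ala-diazomethylketone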
# Active calls of the source: *; . = not tested or not shown; & = joins results of further samples.
SMILES,VLA-4 inh,procasp7 counter,PP5 inh,procasp3 activ,GRK2 inh,core dimer inh,JMJD2C inh,PP1 inh,CTSL1 counter
COc1ccc(Cl)cc1N1C(=O)/C(=C\c2sccc2C)N=C1SCC(=O)NC1CC1,-6.5,-7.3,2.7,-7.6,0.0,-0.5,-3.7,0.9,0.1
CSC(=CC(=O)c1ccccc1)SC,-7.3,5.6,1.4,0.2,0.0,-0.4,21.1,-5.9,-0.1
CCc1cc2c(=O)n(Cc3ccccc3)c(SC3CCOC3=O)nc2s1 (stereo not given),3.5,6.8,1.3,-6.9,2.0,4.4,-12.1,3.7,-4.1
O=C(NCCCN1CCCC1=O)C1CCN(S(=O)(=O)c2cc(C(F)(F)F)ccc2Cl)CC1,-26.3,2.6,-1.1,8.6,1.0,.,11.0,-0.4,.
O=C(O)C1CCCCC1C(=O)N1CCCC1 (stereo not given),3.2,4.4,2.0,-3.6,0.0,1.7,-4.7,-1.4,-4.1
O=C(NC(NC(=S)N1CCOCC1)C(Cl)(Cl)Cl)c1cccc2ccccc12 (stereo not given),1.2,5.4,0.8,-2.0,2.0,1.2,-6.9,-2.5,-4.2
COc1ccccc1C(=O)N(Cc1nc(-c2ccc(Cl)cc2)no1)C(C)C,-4.2,4.4,3.5,5.7,0.0,2.1,-14.1,-0.5,0.3
CCS(=O)(=O)N1Cc2ccccc2CC1C(=O)Nc1ccc(F)cc1 (stereo not given),0.5,2.3,-1.6,0.3,3.0,-2.1,0.4,-2.2,-1.2
COc1ccc(S(=O)(=O)n2nc(-c3ccc(Cl)cc3)cc2N)cc1,7.7,5.0,3.8,4.3,3.0,-5.7,-11.0,-5.2,-7.7
CCO[C@H]1OC(C(=O)NCc2nc3ccccc3[nH]2)=C[C@@H](C2CCCCC2)[C@@H]1CCCO,31.1,-2.0,1.6,0.9,1.0,1.1,-5.2,-3.2,-0.9
Cc1onc(-c2ccccc2Cl)c1C(=O)N1CCOC12CCN(c1cccc(F)n1)CC2,-0.9,-3.5,4.3,-0.7,0.0,2.5,-26.5,0.8,0.1
O=C1CSc2ccc(S(=O)(=O)NCc3ccc(F)cc3)cc2N1,15.3,4.3,0.6,0.2,2.0,13.9,-1.3,-3.4,-1.3
CC(CN1CCOCC1)(NS(=O)(=O)c1ccccc1)c1ccccc1 (stereo not given),-1.8,-4.4,-0.6,0.5,0.0,-1.7,-5.1,-3.4,4.0
Brc1ccccc1C1N=C(c2ccccc2)NO1 (stereo not given),34.5,-8.5,1.6,5.3,0.0,-5.7,-21.6,-2.5,-4.3
CN(C)S(=O)(=O)c1cccc(NC(=S)NCc2ccco2)c1,-0.2,-3.8,1.3,-2.3,0.0,0.5,12.9,-3.1,-0.8
COc1ccccc1CNC(=O)CSc1nc(N)c(C#N)c(-c2cccs2)c1C#N,-24.5,-12.6,6.5,1.8,0.0,4.6,0.0,-0.9,3.7
Cc1c(Cl)c([N+](=O)[O-])nn1CC(=O)NCCCN1CCOCC1,-7.4,3.7,4.4,-8.6,0.0,7.8,-7.6,0.8,-0.1
C=CCNC(=O)C(=O)Nc1cc2c3c(c1)CCC(=O)N3CCC2,-2.0,-9.5,2.3,4.1,1.0,-156.1,3.3,0.4,1.0
COC(=O)c1ccsc1NC(=O)CN1C(=O)CCC1=O,51.8*,5.3,-1.7,3.7,4.0,3.9,-7.0&12.1,-0.9,2.3
O=C1CN(C(=O)c2cc3ccccc3o2)c2ccccc2N1,-7.0,2.4,-1.5,-1.3,1.0,18.7,21.5,1.8,1.0
Cc1ccc(C(=O)N2C(=S)C(c3ccc(F)cc3)=NC23CCN(C)CC3)cc1,3.7,-3.7,-1.3,-8.9,0.0,0.8,0.5,0.3,-3.9
O=C(N/N=C/c1c(O)n(Cc2ccccc2)c(=O)c2ccccc12)c1cccnc1,-3.0,-61.1,0.7,-59.8,0.0,-3.0,11.5,6.1,5.6
CCN(CC)C(=O)c1cccc(C)c1,11.9,-3.9,-0.9,6.4,2.0,2.7,8.7,-6.7,-2.8
CCN(CC)S(=O)(=O)c1ccc(-c2nnc(SC)o2)cc1,14.3,6.3,7.5,1.8,3.0,1.0,-7.3,-1.5,-2.5

# A different layout for twelve compounds above.
# Every second line gives: VLA-4 inh	procasp7 counter	PP5 inh	procasp3 activ	GRK2 inh	core dimer inh	JMJD2C inh	PP1 inh	CTSL1 counter
> CC(CN1CCOCC1)(NS(=O)(=O)c1ccccc1)c1ccccc1 (stereo not given)
→ -1.8	-4.4	-0.6	0.5	0.0	-1.7	-5.1	-3.4	4.0
> Brc1ccccc1C1N=C(c2ccccc2)NO1 (stereo not given)
→ 34.5	-8.5	1.6	5.3	0.0	-5.7	-21.6	-2.5	-4.3
> CN(C)S(=O)(=O)c1cccc(NC(=S)NCc2ccco2)c1
→ -0.2	-3.8	1.3	-2.3	0.0	0.5	12.9	-3.1	-0.8
> COc1ccccc1CNC(=O)CSc1nc(N)c(C#N)c(-c2cccs2)c1C#N
→ -24.5	-12.6	6.5	1.8	0.0	4.6	0.0	-0.9	3.7
> Cc1c(Cl)c([N+](=O)[O-])nn1CC(=O)NCCCN1CCOCC1
→ -7.4	3.7	4.4	-8.6	0.0	7.8	-7.6	0.8	-0.1
> C=CCNC(=O)C(=O)Nc1cc2c3c(c1)CCC(=O)N3CCC2
→ -2.0	-9.5	2.3	4.1	1.0	-156.1	3.3	0.4	1.0
> COC(=O)c1ccsc1NC(=O)CN1C(=O)CCC1=O
→ 51.8*	5.3	-1.7	3.7	4.0	3.9	-7.0&12.1	-0.9	2.3
> O=C1CN(C(=O)c2cc3ccccc3o2)c2ccccc2N1
→ -7.0	2.4	-1.5	-1.3	1.0	18.7	21.5	1.8	1.0
> Cc1ccc(C(=O)N2C(=S)C(c3ccc(F)cc3)=NC23CCN(C)CC3)cc1
→ 3.7	-3.7	-1.3	-8.9	0.0	0.8	0.5	0.3	-3.9
> O=C(N/N=C/c1c(O)n(Cc2ccccc2)c(=O)c2ccccc12)c1cccnc1
→ -3.0	-61.1	0.7	-59.8	0.0	-3.0	11.5	6.1	5.6
> CCN(CC)C(=O)c1cccc(C)c1
→ 11.9	-3.9	-0.9	6.4	2.0	2.7	8.7	-6.7	-2.8
> CCN(CC)S(=O)(=O)c1ccc(-c2nnc(SC)o2)cc1
→ 14.3	6.3	7.5	1.8	3.0	1.0	-7.3	-1.5	-2.5

# The main list resumes with the two entries that preceded the break.
SMILES,VLA-4 inh,procasp7 counter,PP5 inh,procasp3 activ,GRK2 inh,core dimer inh,JMJD2C inh,PP1 inh,CTSL1 counter
CCN(CC)C(=O)c1cccc(C)c1,11.9,-3.9,-0.9,6.4,2.0,2.7,8.7,-6.7,-2.8
CCN(CC)S(=O)(=O)c1ccc(-c2nnc(SC)o2)cc1,14.3,6.3,7.5,1.8,3.0,1.0,-7.3,-1.5,-2.5
Cc1ccc(NC(=O)c2sccc2-n2cccc2)c(C)c1,-5.2,2.4,-1.9,4.2,3.0,10.3,0.5,-2.4,3.7
Cc1cnc(NC(=O)CSc2nnc(C)n2N)s1,12.7,16.1,3.6,0.8,0.0,-9.6,-6.8,-1.8,-4.2
Clc1ccc(-c2cc(CSc3ccccc3)on2)cc1,-1.8,0.0,3.4,-5.6,0.0,-0.1,-0.8,-1.5,-2.4
CC(Nc1cccc(F)c1)C(=O)Nc1ccc(S(N)(=O)=O)cc1 (stereo not given),-0.3,4.6,-0.7,13.6,0.0,-7.3,2.0,-0.7,3.1
